Compound activity: PubChem BioAssay, Broad Institute
esBAF inh: Bmi1 luciferase reporter increase in mESCs, primary screen, esBAF inhibitor project, mouse ES cells, Bmi1 luciferase knock-in, single point | 24 h; 100% = twice the neutral-well signal | reporter increase, % at 12.5 µM | hit rate 2% among 350,000; in the data active = activation above about 40%;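 note: 0% = median of the plate's neutral control wells and 100% = double that signal; a rise in the Bmi1 reporter signal indicates esBAF inhibition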
RAD54 inh: inhibitors of human RAD54 branch migration, primary screen, biochemical, fluorescence, single point; DNA repair and recombination protein RAD54-like (Homo sapiens), Q92698; RAD54 Holliday junction branch migration, FAM/BHQ fluorescence; inhibition, % at 10.4 µM; hit rate 0.14% among 360,000; AID 602329, 2012;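 active = mean normalized replicate activity at least 40 and at least half of replicates scoring 40 or more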;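 note: 0% = median of neutral control wells and 100% = median of positive control wells; inhibitors cause a drop in the FAM fluorescence signal; in these data hits start at about 50%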
Target sequence (Q92698 whole entry, looked up): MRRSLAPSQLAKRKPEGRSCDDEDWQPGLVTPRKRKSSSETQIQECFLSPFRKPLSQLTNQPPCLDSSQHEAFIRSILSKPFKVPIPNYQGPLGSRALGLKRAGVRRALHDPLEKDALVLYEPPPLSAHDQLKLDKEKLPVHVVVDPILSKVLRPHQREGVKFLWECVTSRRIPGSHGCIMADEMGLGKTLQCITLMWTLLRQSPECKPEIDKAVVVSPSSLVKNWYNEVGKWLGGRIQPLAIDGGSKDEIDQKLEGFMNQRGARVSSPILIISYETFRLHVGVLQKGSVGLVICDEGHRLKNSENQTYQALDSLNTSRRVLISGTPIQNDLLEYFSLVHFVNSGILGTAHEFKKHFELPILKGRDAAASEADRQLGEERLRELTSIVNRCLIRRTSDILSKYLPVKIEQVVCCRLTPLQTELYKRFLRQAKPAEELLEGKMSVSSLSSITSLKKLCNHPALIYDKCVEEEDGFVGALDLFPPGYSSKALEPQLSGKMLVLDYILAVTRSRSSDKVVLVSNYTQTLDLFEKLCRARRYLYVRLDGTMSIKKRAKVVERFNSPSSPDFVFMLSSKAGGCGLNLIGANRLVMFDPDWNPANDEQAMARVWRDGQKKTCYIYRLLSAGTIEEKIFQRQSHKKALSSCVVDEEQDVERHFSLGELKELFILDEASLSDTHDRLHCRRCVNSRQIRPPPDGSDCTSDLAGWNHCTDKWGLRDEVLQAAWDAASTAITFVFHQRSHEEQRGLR
ERAP1 inh: human ERAP1 aminopeptidase inhibitors, primary screen, biochemical, single point, plate reader. Endoplasmic reticulum aminopeptidase 1 (Homo sapiens), Q9NZ08. recombinant ERAP1, Leu-AMC fluorescence, 60 min. inhibition, % at 10.7 µM. hit rate 0.15% among 340,000;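 active = mean replicate inhibition of at least 30%, or all replicates individually reaching that 30% level; inactive = mean below 30% and not every replicate reaching it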;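 note: 0% = neutral control wells and 100% = L-leucinethiol positive control wells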
ARNT TACC3 PPI: disruptors of ARNT/TACC3 protein interaction, primary screen, biochemical, AlphaScreen, single concentration | AlphaScreen His-ARNT PAS-B/GST-TACC3 binding, luminescence; TACC3 fragment carries E629A point mutation | inhibition, % at 9.99 µM | hit rate 0.66% among 390,000 | AID 623870, 2012;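 active = mean inhibition of replicates at least 50% and at least half of replicates each reaching 50%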;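 note: 0% = complete ARNT plus TACC3 wells and 100% = ARNT alone without TACC3; many hits fall short of the cut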
XiGFP reactiv: activators of inactive X chromosome reactivation, primary screen, imaging, XiGFP fibroblasts, GFP high-content imaging, set 2 | XiGFP mouse fibroblasts, % GFP-positive cells imaging, 3 d; cells co-treated with 5-aza-dC sensitizer; scaled so ellipticine positive control = 100% | activation, % at 7.58 µM | hit rate 0.055% among 360,000 | AID 743238, 2013;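 active = mean normalized replicate activation at least 10% and every replicate at or above 10%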;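 note: 0% = median of on-plate neutral control wells and 100% = ellipticine 6 µM median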
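Material: XiGFP fibroblasts, SV40-immortalized; Buffer or medium: DMEM containing 5-aza-dC; Compound dosing: single point; Times: 3 days compound exposure.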
CFTR F508del cor: F508del CFTR correction, initial screen, CFBE line, single point; CFBE cells, YFP halide quenching; stimulated with forskolin plus potentiator P3; % fluorescence drop versus neutral controls; activity (quench increase), % at 7.58 µM; hit rate 0.36% among 350,000; AID 720511, 2013;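 active = mean added fluorescence quench of at least 8% versus neutral control, with both replicates also reaching 8%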;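 note: cells transiently co-express mutant CFTR-F508del with the halide-sensitive YFP; corrector assay measuring rescue of mutant channel to the surface after 24 h compound exposure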
RAD52 anneal inh: RAD52 DNA annealing inhibitors, primary screen, biochemical, FRET, single point, set 2; hit rate 0.46% among 360,000; inhibition, % at 18.7 µM; recombinant RAD52 DNA annealing, FRET fluorescence; DNA repair protein RAD52 homolog (Homo sapiens), P43351;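 active = every replicate showing at least 50% inhibition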
GSIS activator: GLuc luminescence reporter in INS-1E cells, primary screen for activators of glucose-dependent secretion of insulin | INS-1E GLuc reporter insulin secretion, 2-3 h | AID 743287, 2014 | hit rate 0.61% among 370,000 | activation, % at 16.6 µM;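 active = lowest replicate activation of at least 40%, so every replicate reaches that level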;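 note: 0% = median of neutral control wells and 100% = median of IBMX positive control wells; some compounds called inactive have numbers as strong as hits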
The depositor's hits bear a star; nt = not tested or not shown.

Each structure is followed by: esBAF inh	RAD54 inh	ERAP1 inh	ARNT TACC3 PPI	XiGFP reactiv	CFTR F508del cor	RAD52 anneal inh	GSIS activator
CC(C)c1ccc(NC(=O)c2cccc(Br)c2)cc1
→ nt	-10	-1	-5	-0.1	1.1	-16	-3
CCN(CCN1CCCC1)C(=O)c1cc(COc2ccccc2SC)on1
→ -7	-4	0	-2	0.2	1.3	-39	-17
COc1cc(O)cc(/C=C/c2ccccc2)c1
→ 51*	1	-4	18	-0.1	-5.6	-7	-28
CC(=O)c1c(C)[nH]c(C(=O)OCC(=O)N(CC(C)C)C2CCS(=O)(=O)C2)c1C (configuration not stated)
→ nt	8	-10	-3	0.0	2.5	-8	14
O=C(c1cc2ncccn2n1)N1CCc2c([nH]c3ccccc23)C1c1ccccc1F (configuration not stated)
→ 17	nt	3	7	0.0	1.5	-9	-21
Cc1ccc(Sc2c(C)nn(C(=O)CNS(=O)(=O)c3ccc(F)cc3)c2C)cc1
→ -3	nt	-1	-8	0.0	-1.5	7	7
CCc1nc2ccc(C(=O)Nc3cccc(NS(C)(=O)=O)c3)cn2c1N(C)Cc1nccn1C
→ -2	1	-2	nt	0.0	0.1	-5	12
CC(C)NC(=S)NNC(=O)C12CC3CC(CC(C3)C1)C2
→ -4	4	nt	-2	nt	nt	nt	3
COc1ccccc1CNC(=O)C1(C)CCN1C(=O)Cc1ccc(-c2ccccc2)cc1 (configuration not stated)
→ -1	-5	-4	nt	0.2	-1.6	0	-17
COc1ccc(F)cc1S(=O)(=O)N1CCC2(CC1)OCCN2S(=O)(=O)c1cccs1
→ -6	-2	2	2	-0.1	4.4	-4	-19
O=C(C[C@@H]1CC[C@@H]2[C@H](COC[C@@H](O)CN2C(=O)c2ccccc2F)O1)NCc1ccc(F)cc1
→ -1	1	-3	-7	0.2	0.0	-29	4
Cc1ccc(S(=O)(=O)N2CCC(C(=O)OCC(=O)N3C(C)CCCC3C)CC2)cc1C (configuration not stated)
→ 2	-7	-5	nt	0.3	1.3	-7	nt
COc1ccccc1CC(=O)Nc1c[nH]c(=O)[nH]c1=O
→ nt	nt	-1	-29	-0.2	nt	-21	27
N/C(=N\OC(=O)c1ccc([N+](=O)[O-])cc1)c1cccnc1
→ nt	-2	1	0	0.0	nt	-8	nt
CN1CCN(S(=O)(=O)c2ccc(Nc3ccc(F)cc3)nc2)CC1
→ nt	nt	-2	1	0.0	-0.4	-6	3

Sorted by length of the SMILES (smallest number first): some entries from above
Each structure is followed by: esBAF inh	RAD54 inh	ERAP1 inh	ARNT TACC3 PPI	XiGFP reactiv	CFTR F508del cor	RAD52 anneal inh	GSIS activator
COc1ccccc1CNC(=O)C1(C)CCN1C(=O)Cc1ccc(-c2ccccc2)cc1 (configuration not stated)
→ -1	-5	-4	nt	0.2	-1.6	0	-17
Cc1ccc(Sc2c(C)nn(C(=O)CNS(=O)(=O)c3ccc(F)cc3)c2C)cc1
→ -3	nt	-1	-8	0.0	-1.5	7	7
Cc1ccc(S(=O)(=O)N2CCC(C(=O)OCC(=O)N3C(C)CCCC3C)CC2)cc1C (configuration not stated)
→ 2	-7	-5	nt	0.3	1.3	-7	nt

Later entries
Each structure is followed by: esBAF inh	RAD54 inh	ERAP1 inh	ARNT TACC3 PPI	XiGFP reactiv	CFTR F508del cor	RAD52 anneal inh	GSIS activator
C[C@@H]1CN([C@@H](C)CO)C(=O)c2c(c3ccccc3n2C)-c2ccccc2CO[C@H]1CN(C)CC1CC1
→ -3	12	-7	3	-0.1	-1.0	14	-6
CCC(=O)Nc1ccc2c(c1)OC[C@H](C)N(C(=O)c1ccc(F)cc1)C[C@H](C)[C@H](OC)CN(C)C2=O
→ 7	6	1	-1	0.1	-2.2	3	-2
C[C@@H]1CCCCO[C@H](CN(C)S(=O)(=O)c2cccs2)[C@H](C)CN([C@H](C)CO)C(=O)c2cc(NC(=O)Nc3ccc(F)cc3)ccc2O1
→ 6	-8	2	17	-0.8	0.0	-27	-35
CN(C)C(=O)c1ccc(NC(=O)c2ccc(-c3ccc(Cl)cc3)o2)cc1
→ 9	-4	-7	-29	-0.1	1.7	-7	-36
COc1ccc(C2=CC(=O)CC(C)(C)C2)cc1
→ 2	0	0	-3	-0.2	-0.7	-5	4
COc1ccccc1-c1nc(-c2ccccc2)[nH]c(=O)c1C#N
→ -1	4	8	nt	0.1	0.1	2	9
OCCN1CCN(C(=S)c2ccc(Br)cc2)CC1
→ -3	8	nt	-2	nt	nt	nt	-11
CCC/C(=N\NC(=O)CNC(=O)c1ccc(Cl)cc1)c1ccccc1
→ nt	nt	1	-6	0.0	-0.4	-1	-3
C=CCn1c(-c2ccc3[nH]c(C)c(C)c3c2)n[nH]c1=S
→ -6	5	nt	-2	nt	nt	nt	9
CCCC(=O)Nc1ccc(Cl)c(NC(=O)C(C)(C)C)c1
→ -8	-2	nt	0	nt	nt	nt	10
N#C[C@@H]1[C@@H](c2ccc(-c3cccc(F)c3)cc2)[C@H](CO)N1c1nc(-c2ccccc2)cs1
→ nt	nt	-6	nt	-0.1	-2.7	-30	-4
C[C@H]1CN([C@@H](C)CO)S(=O)(=O)c2ccc(/C=C/c3ccccc3)cc2O[C@@H]1CN(C)Cc1ccccc1
→ -2	-3	0	22	0.2	5.4	7	-5
Cc1coc2c1c(C)cc1oc(=O)c(CC(=O)NCC(=O)O)c(C)c12
→ -4	4	1	6	0.3	-1.0	-14	33
Cc1ccccc1N(C(=O)c1csnn1)C(C(=O)NC1CCCCC1)c1ccncc1 (configuration not stated)
→ 2	-4	-1	20	0.4	1.4	-3	nt
O=C(NCc1ccncn1)[C@@H]1[C@@H](CO)[C@@H]2Cn3c(ccc(-c4ccncc4)c3=O)[C@@H]2N1CC1CC1
→ 0	-2	3	3	0.0	-2.4	-25	1

Arranged by the number under GSIS activator (descending): some entries from above.
Compound	GSIS activator
N#C[C@@H]1[C@@H](c2ccc(-c3cccc(F)c3)cc2)[C@H](CO)N1c1nc(-c2ccccc2)cs1	-4
OCCN1CCN(C(=S)c2ccc(Br)cc2)CC1	-11
C[C@@H]1CCCCO[C@H](CN(C)S(=O)(=O)c2cccs2)[C@H](C)CN([C@H](C)CO)C(=O)c2cc(NC(=O)Nc3ccc(F)cc3)ccc2O1	-35

Going on with the list:
Each structure is followed by: esBAF inh	RAD54 inh	ERAP1 inh	ARNT TACC3 PPI	XiGFP reactiv	CFTR F508del cor	RAD52 anneal inh	GSIS activator
Cc1ccc(N/N=C(\C#N)C(N)=S)cc1C
→ nt	nt	5	-5	0.2	-0.7	-11	7
CCn1c(CC(=O)Nc2ccccc2F)nnc1SCC(=O)Nc1nnc(C)s1
→ -4	7	-1	-3	0.0	-0.5	-8	13
COc1ccc(NC(=O)Nc2cccc3c2O[C@@H](CN(C)S(=O)(=O)c2ccccc2)[C@@H](C)CN([C@@H](C)CO)C3=O)cc1
→ 11	-4	-1	8	0.0	-1.0	-13	-9
Cc1cccc(OCCC(=O)NCC(=O)Nc2cccc(C)c2C)c1
→ -5	-8	-4	1	0.2	nt	-22	-12
Cc1nc2ccsc2c(=O)n1-c1ccc(Cl)cc1
→ nt	nt	-2	-6	0.0	-0.5	2	1
C[C@@H]1CCCCO[C@@H](CN(C)CC2CCCCC2)[C@@H](C)CN([C@@H](C)CO)C(=O)c2cc(N(C)C)ccc2O1
→ -1	10	4	4	-0.6	1.2	14	-3
C[C@H](CO)N1C[C@H](C)[C@@H](CN(C)C(=O)Nc2ccc(C(F)(F)F)cc2)Oc2ccc(NS(=O)(=O)c3cn(C)cn3)cc2CC1=O
→ -8	nt	2	nt	-1.3	-0.3	0	0
N#Cc1ccccc1NC(=O)COC(=O)c1ccc(F)cc1F
→ -4	6	-4	-3	0.0	3.8	-7	-10
CCC(=O)N1C[C@H]2[C@@H](c3ccccc31)[C@H](CO)N2C(=O)Nc1ccccc1
→ -2	-4	6	-17	0.1	-0.7	-5	-1
O=C(CSc1nnc(CNC(=O)c2ccccc2)o1)NCc1ccc(F)cc1
→ nt	-7	2	2	0.0	-1.4	-6	-3
O=C(CN1CCOCC1)N1CC[C@@H]2[C@@H](CO)Nc3ccc(-c4ccccc4F)cc3[C@@H]21
→ 4	13	nt	18	0.0	-0.1	nt	-5
CC(C)C#Cc1ccc([C@@H]2[C@@H](CO)N(C(=O)c3ccccn3)[C@H]2C#N)cc1
→ 2	-2	0	-23	0.2	3.6	-62	-1
CCOC(=O)C1(CCOC)CCN(C2C3CC4CC(C3)CC2C4)CC1 (configuration not stated)
→ -4	-4	-1	5	0.0	-0.1	-6	1
CC(=O)Nc1ccc(SCC(=O)c2c(N)n(Cc3ccccc3)c(=O)n(C)c2=O)cc1
→ -9	6	nt	2	-0.2	-1.6	-5	5
C[C@@H]1CN([C@H](C)CO)C(=O)Cc2cc(NS(=O)(=O)c3ccc(F)cc3)ccc2O[C@@H]1CN(C)Cc1ccc(C(F)(F)F)cc1
→ -12	-3	-1	6	0.1	3.9	24	-14

Profiles, quoted from the list:
Entry for CCOC(=O)C1(CCOC)CCN(C2C3CC4CC(C3)CC2C4)CC1 (configuration not stated) → esBAF inh: -4; RAD54 inh: -4; ERAP1 inh: -1; ARNT TACC3 PPI: 5; XiGFP reactiv: 0.0; CFTR F508del cor: -0.1; RAD52 anneal inh: -6; GSIS activator: 1
Entry for COc1ccc(NC(=O)Nc2cccc3c2O[C@@H](CN(C)S(=O)(=O)c2ccccc2)[C@@H](C)CN([C@@H](C)CO)C3=O)cc1 → esBAF inh: 11; RAD54 inh: -4; ERAP1 inh: -1; ARNT TACC3 PPI: 8; XiGFP reactiv: 0.0; CFTR F508del cor: -1.0; RAD52 anneal inh: -13; GSIS activator: -9

Next section
Each structure is followed by: esBAF inh	RAD54 inh	ERAP1 inh	ARNT TACC3 PPI	XiGFP reactiv	CFTR F508del cor	RAD52 anneal inh	GSIS activator
CC1(C)N=c2ccc([N+](=O)[O-])c(N)c2=[N+]1[O-]
→ nt	nt	4	-1	0.0	1.2	-1	-5
Cc1nc2nc(C)c(NS(=O)(=O)c3cccs3)c(=O)n2[nH]1
→ -3	-22	-4	-4	0.1	-1.7	0	12
Cc1ccc(S(=O)(=O)Nc2ccc3c(c2)CC(=O)N([C@@H](C)CO)C[C@H](C)[C@H](CN(C)Cc2ccc(C(F)(F)F)cc2)O3)cc1
→ 6	nt	nt	nt	-0.9	2.3	nt	4
CNNC(=S)NCCC1=CCCCC1
→ 5	nt	-1	2	0.2	nt	-8	-11
Cc1noc(C)c1S(=O)(=O)Nc1ccc2c(c1)C(=O)N([C@H](C)CO)C[C@@H](C)[C@@H](CN(C)C(=O)Nc1ccccc1)OCCCC[C@@H](C)O2
→ 7	-1	0	0	0.2	-2.3	22	-25
CN1CCN(C2Cc3ccc(Cl)cc3Sc3ccc(F)cc32)CC1 (configuration not stated)
→ -13	12	15	nt	-0.1	2.1	55*	-9
Cc1cc(OCC(=O)NCc2ccccn2)c2c(C)cc(=O)oc2c1
→ -2	5	5	20	0.0	-0.4	-7	46
COc1ccc(NC(=O)COC(=O)c2ncc(Cl)c(Cl)c2Cl)c(OC)c1
→ nt	-9	nt	-3	0.0	nt	nt	28
